NFkB transloc pot – enhances IL-1B driven NFkB nuclear translocation; HUVEC IL-1B NFkB p65 nuclear translocation imaging; activation, % at 2 µM; 0.3% of 94,000 active; AID 819;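 active = activation above 40%, about the mean plus 3 SD, also judged a hit on visual image review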;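 note: percent activation is computed from the nuclear over cytoplasmic p65 intensity ratio; values of inactives mirror those of a sister screen read the other way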
IL1B NFkB inh – blocks IL-1B driven NFkB nuclear translocation in HUVEC cells | HUVEC IL-1B NFkB p65 nuclear translocation imaging | inhibition, % at 2 µM | 0.43% of 94,000 active;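 active = inhibition above about 30% together with a positive call from visual inspection of the well image, limit read from the data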;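 note: nuclear over cytoplasmic p65 intensity ratio measured by imaging; 0% = IL-1B stimulated DMSO wells and 100% = unstimulated DMSO wells; values of inactives mirror those of a sister screen read the other way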
PLAP inhibition – inhibition of human placental alkaline phosphatase – biochemical, luminescence, HTS (AID 690). purified PLAP, luminescent substrate; higher % means a stronger effect. 0.08% of 96,000 active. inhibition, % at 20 µM, or IC50 in µM where a hit was titrated; in the data active = a potency from the dose series; inactive = the rest, 99 in 100 with inhibition below about 30%; note: strong numbers were not always called active
MRP reversal – compounds reversing MRP-mediated drug resistance. H69AR cells + 2 uM doxorubicin, CellTiter-Glo, 72 h. differential viability (reversal), % at 10 µM. 0.04% of 85,000 active. AID 602;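 active = viability drop by adding the cancer drug above about 55%, with treated viability meeting a 40% cutoff, limit read from the data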;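 note: viability without doxorubicin minus viability with 2 µM doxorubicin for each compound; larger differential means the compound sensitizes cells more to doxorubicin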
Bcl-B TR3 displacers – displacers of TR3 peptide from Bcl-B, primary screen, selectivity assay for Bfl-1 inhibitor project, biochemical, fluorescence polarization; FP displacement of FITC-TR3 peptide from Bcl-B; higher % means a stronger effect; 0.11% of 96,000 active; one-dose displacement, % at 20 µM; IC50 in µM for titrated hits; AID 748;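 active = displacement above 50% at 20 µM plus a fluorescence interference ratio under 1.5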;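 note: plate controls were wells without compound for no effect and wells lacking Bcl-B protein for full effect; a part of the inactive calls stands beside numbers as strong as those of hits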
MRP reversal cytotoxicity – further read-out of MRP reversal, marked with its call; viability, %; H69AR cells, CellTiter-Glo, 72 h; measured here: cytotoxicity without doxorubicin
MRP reversal with doxorubicin – further read-out of MRP reversal, marked with its call; viability, %; measured here: viability with 2 uM doxorubicin; active compounds read low
IL1B NFkB inh cell count 2 µM – also measured in IL1B NFkB inh; calls as there; cell count; measured here: cells passing quality filter;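 raw number of nuclei counted in each imaged well without normalization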
NFkB transloc pot cell count 2 µM – also measured in NFkB transloc pot; calls as there; cell count; measured here: cells passing quality filter
Numbers without * were called inactive. Some of the compounds tested, so the mix of outcomes need not match the whole.

Screening CC(=C/c1ccccc1)/C=C1/SC(N2CCOCC2)=NC1=O returned NFkB transloc pot -6.4, IL1B NFkB inh 6.4, PLAP inhibition -30.3%, Bcl-B TR3 displacers -22.7%, IL1B NFkB inh cell count 2 µM 144 and NFkB transloc pot cell count 2 µM 144.
CCOc1cc(N2CCOCC2)c(OCC)cc1NC(=O)Cc1cccc2ccccc12 was read as NFkB transloc pot 62.8*, IL1B NFkB inh -62.8, PLAP inhibition -76.9%, Bcl-B TR3 displacers 2.0%, IL1B NFkB inh cell count 2 µM 157 and NFkB transloc pot cell count 2 µM 157*.
For O=C(COC(=O)c1ccc(S(=O)(=O)NCc2ccco2)cc1)NC1CCCCC1 the results were NFkB transloc pot 21.6, IL1B NFkB inh -21.6, PLAP inhibition 12.7%, Bcl-B TR3 displacers 10.5%, IL1B NFkB inh cell count 2 µM 129 and NFkB transloc pot cell count 2 µM 129.
`COc1cc(S(=O)(=O)N2CCCCC2)ccc1NC(=O)c1ccccc1Cl` gave NFkB transloc pot -46.9, IL1B NFkB inh 46.9*, MRP reversal 18.2, MRP reversal cytotoxicity 68.3, MRP reversal with doxorubicin 50.1, IL1B NFkB inh cell count 2 µM 143* and NFkB transloc pot cell count 2 µM 143.
COc1cccc(CNS(=O)(=O)c2cn(C)cn2)c1 was read as NFkB transloc pot 10.4, IL1B NFkB inh -10.4, PLAP inhibition -4.6%, MRP reversal -5.3, Bcl-B TR3 displacers -6.4%, MRP reversal cytotoxicity 89.9, MRP reversal with doxorubicin 95.2, IL1B NFkB inh cell count 2 µM 116 and NFkB transloc pot cell count 2 µM 116.
Screening CCCSc1nc2c(c(=O)n(C)c(=O)n2C)n1Cc1ccc(C)cc1 returned NFkB transloc pot 30.5, IL1B NFkB inh -30.5, PLAP inhibition 6.2%, MRP reversal -7.6, Bcl-B TR3 displacers 5.8%, MRP reversal cytotoxicity 82.6, MRP reversal with doxorubicin 90.2, IL1B NFkB inh cell count 2 µM 106 and NFkB transloc pot cell count 2 µM 106.
For Cc1cccc(NC(=O)C2CC(O)CN2C(=O)OCc2ccccc2)c1 (configuration not stated) the results were NFkB transloc pot 19.0, IL1B NFkB inh -19.0, PLAP inhibition -2.3%, MRP reversal -17.2, Bcl-B TR3 displacers -3.0%, MRP reversal cytotoxicity 94.4, MRP reversal with doxorubicin 111.6, IL1B NFkB inh cell count 2 µM 157 and NFkB transloc pot cell count 2 µM 157.
For CC(=O)C1=C(O)C(=O)N(c2cc(C(C)(C)C)on2)C1c1ccc(C(C)C)cc1 (configuration not stated) the results were NFkB transloc pot 5.7, IL1B NFkB inh -5.7, PLAP inhibition -2.7%, MRP reversal -11.8, Bcl-B TR3 displacers -19.0%, MRP reversal cytotoxicity 62.5, MRP reversal with doxorubicin 74.3, IL1B NFkB inh cell count 2 µM 168 and NFkB transloc pot cell count 2 µM 168.
For CCCC(=O)Nc1cccc(-c2nc3ccccc3o2)c1 the results were NFkB transloc pot -10.4, IL1B NFkB inh 10.4, PLAP inhibition 0.1%, MRP reversal 9.3, Bcl-B TR3 displacers -0.7%, MRP reversal cytotoxicity 99.8, MRP reversal with doxorubicin 90.5, IL1B NFkB inh cell count 2 µM 158 and NFkB transloc pot cell count 2 µM 158.
`COc1ccc(-c2noc(-c3ccccc3C(=O)Nc3cccnc3)n2)cc1OC` gave NFkB transloc pot 5.8, IL1B NFkB inh -5.8, PLAP inhibition -26.2%, MRP reversal 8.3, Bcl-B TR3 displacers -8.3%, MRP reversal cytotoxicity 80.9, MRP reversal with doxorubicin 72.6, IL1B NFkB inh cell count 2 µM 166 and NFkB transloc pot cell count 2 µM 166.
CCOC(=O)c1nnn(-c2ccccc2)c1C was read as NFkB transloc pot 18.2, IL1B NFkB inh -18.2, MRP reversal -0.8, MRP reversal cytotoxicity 93.0, MRP reversal with doxorubicin 93.8, IL1B NFkB inh cell count 2 µM 183 and NFkB transloc pot cell count 2 µM 183.
For COCC(=O)N/N=C(\C)CC(=O)Nc1ccccc1C(N)=O the results were NFkB transloc pot 6.2, IL1B NFkB inh -6.2, PLAP inhibition -2.1%, Bcl-B TR3 displacers -4.5%, IL1B NFkB inh cell count 2 µM 141 and NFkB transloc pot cell count 2 µM 141.
`CCn1c(SCC(=O)C(C)(C)C)nnc1-c1ccccn1` gave NFkB transloc pot 3.5, IL1B NFkB inh -3.5, PLAP inhibition 17.3%, MRP reversal -12.9, Bcl-B TR3 displacers 3.6%, MRP reversal cytotoxicity 87.0, MRP reversal with doxorubicin 99.9, IL1B NFkB inh cell count 2 µM 119 and NFkB transloc pot cell count 2 µM 119.
Screening C/C(=N\O)c1ccc(N2C(=O)C3CC=C(Cl)CC3C2=O)cc1 (configuration not stated) returned NFkB transloc pot -4.8, IL1B NFkB inh 4.8, IL1B NFkB inh cell count 2 µM 9 and NFkB transloc pot cell count 2 µM 9.
`CCCCn1c(-c2ccc(Cl)cc2)nc2c(=O)n(C)c(=O)[nH]c21` gave NFkB transloc pot -7.2, IL1B NFkB inh 7.2, PLAP inhibition 6.5%, MRP reversal 4.0, Bcl-B TR3 displacers 3.5%, MRP reversal cytotoxicity 99.4, MRP reversal with doxorubicin 95.3, IL1B NFkB inh cell count 2 µM 144 and NFkB transloc pot cell count 2 µM 144.
COc1ccc(S(=O)(=O)N2CCC(O)(c3ccc(Cl)cc3)CC2)cc1 was read as NFkB transloc pot -0.4, IL1B NFkB inh 0.4, PLAP inhibition 16.1%, MRP reversal 17.6, Bcl-B TR3 displacers 1.4%, MRP reversal cytotoxicity 72.0, MRP reversal with doxorubicin 54.4, IL1B NFkB inh cell count 2 µM 168 and NFkB transloc pot cell count 2 µM 168.
Screening Cc1ccc(CS(=O)(=O)CCC(=O)NC2CC2)cc1 returned NFkB transloc pot 6.1, IL1B NFkB inh -6.1, PLAP inhibition 8.4%, MRP reversal 10.1, Bcl-B TR3 displacers -4.3%, MRP reversal cytotoxicity 95.2, MRP reversal with doxorubicin 85.1, IL1B NFkB inh cell count 2 µM 169 and NFkB transloc pot cell count 2 µM 169.
Screening O=C(Nc1ccc(-c2nc3ccccc3o2)cc1)c1ccc(N2C(=O)C3C4C=CC(C4)C3C2=O)cc1 (configuration not stated) returned NFkB transloc pot 36.9, IL1B NFkB inh -36.9, PLAP inhibition -36.5%, MRP reversal -0.8, Bcl-B TR3 displacers 3.4%, MRP reversal cytotoxicity 15.5, MRP reversal with doxorubicin 16.2, IL1B NFkB inh cell count 2 µM 201 and NFkB transloc pot cell count 2 µM 201.
`COc1ccc(/C=N\NC(=O)C2=NNC(=O)C2C)cc1` (configuration not stated) gave NFkB transloc pot 0.0, IL1B NFkB inh 0.0, PLAP inhibition -0.5%, Bcl-B TR3 displacers -1.5%, IL1B NFkB inh cell count 2 µM 147 and NFkB transloc pot cell count 2 µM 147.
Screening OCC1OC(n2nc3ccccc3n2)C(O)C(O)C1O (configuration not stated) returned PLAP inhibition 20.6%, MRP reversal -8.5, Bcl-B TR3 displacers -3.6%, MRP reversal cytotoxicity 90.5 and MRP reversal with doxorubicin 99.0.
`CCc1cc2ccc(C)cc2nc1SCC(=O)c1ccc(NC(C)=O)cc1` gave NFkB transloc pot -0.8, IL1B NFkB inh 0.8, PLAP inhibition -16.3%, Bcl-B TR3 displacers -0.8%, IL1B NFkB inh cell count 2 µM 99 and NFkB transloc pot cell count 2 µM 99.
`CCCC(=O)N1CCN(c2ccc(NC(=O)c3ccc(OCC)c([N+](=O)[O-])c3)cc2)CC1` gave NFkB transloc pot 2.7, IL1B NFkB inh -2.7, PLAP inhibition 13.0%, Bcl-B TR3 displacers -1.6%, IL1B NFkB inh cell count 2 µM 134 and NFkB transloc pot cell count 2 µM 134.
`Cc1cccc2c1nc(-c1ccccc1)n1cnnc21` gave NFkB transloc pot 12.1, IL1B NFkB inh -12.1, PLAP inhibition 14.3%, Bcl-B TR3 displacers 7.7%, IL1B NFkB inh cell count 2 µM 115 and NFkB transloc pot cell count 2 µM 115.
CCCC1(C(=O)OCC)NC(c2ccc(OC)cc2OC)C2C(=O)N(c3ccccc3)C(=O)C21 (configuration not stated) was read as NFkB transloc pot 11.9, IL1B NFkB inh -11.9, MRP reversal -2.6, MRP reversal cytotoxicity 65.6, MRP reversal with doxorubicin 68.2, IL1B NFkB inh cell count 2 µM 110 and NFkB transloc pot cell count 2 µM 110.

Reprinted from the listing, four compounds:
`CCc1cc2ccc(C)cc2nc1SCC(=O)c1ccc(NC(C)=O)cc1` gave NFkB transloc pot -0.8, IL1B NFkB inh 0.8, PLAP inhibition -16.3%, Bcl-B TR3 displacers -0.8%, IL1B NFkB inh cell count 2 µM 99 and NFkB transloc pot cell count 2 µM 99.
`CCCC(=O)N1CCN(c2ccc(NC(=O)c3ccc(OCC)c([N+](=O)[O-])c3)cc2)CC1` gave NFkB transloc pot 2.7, IL1B NFkB inh -2.7, PLAP inhibition 13.0%, Bcl-B TR3 displacers -1.6%, IL1B NFkB inh cell count 2 µM 134 and NFkB transloc pot cell count 2 µM 134.
`Cc1cccc2c1nc(-c1ccccc1)n1cnnc21` gave NFkB transloc pot 12.1, IL1B NFkB inh -12.1, PLAP inhibition 14.3%, Bcl-B TR3 displacers 7.7%, IL1B NFkB inh cell count 2 µM 115 and NFkB transloc pot cell count 2 µM 115.
CCCC1(C(=O)OCC)NC(c2ccc(OC)cc2OC)C2C(=O)N(c3ccccc3)C(=O)C21 (configuration not stated) was read as NFkB transloc pot 11.9, IL1B NFkB inh -11.9, MRP reversal -2.6, MRP reversal cytotoxicity 65.6, MRP reversal with doxorubicin 68.2, IL1B NFkB inh cell count 2 µM 110 and NFkB transloc pot cell count 2 µM 110.

Further results follow:
O=c1c(-c2nc3ccccc3s2)cccn1Cc1ccccc1 was read as NFkB transloc pot -2.5, IL1B NFkB inh 2.5, PLAP inhibition -1.4%, Bcl-B TR3 displacers -3.1%, IL1B NFkB inh cell count 2 µM 150 and NFkB transloc pot cell count 2 µM 150.
O=c1cnn(-c2ccc(Cl)cc2Cl)c(-c2ccccc2)c1 was read as NFkB transloc pot -17.0, IL1B NFkB inh 17.0, PLAP inhibition 23.7%, MRP reversal -10.9, Bcl-B TR3 displacers -3.2%, MRP reversal cytotoxicity 57.4, MRP reversal with doxorubicin 68.3, IL1B NFkB inh cell count 2 µM 162 and NFkB transloc pot cell count 2 µM 162.
CCOc1cc(-c2cc(-c3ccc(OC)cc3)nc(N)c2C#N)ccc1O was read as NFkB transloc pot 7.1, IL1B NFkB inh -7.1, PLAP inhibition -2.9%, MRP reversal -15.4, Bcl-B TR3 displacers -85.8%, MRP reversal cytotoxicity 51.0, MRP reversal with doxorubicin 66.4, IL1B NFkB inh cell count 2 µM 141 and NFkB transloc pot cell count 2 µM 141.
For COCCn1cc(C(=O)c2ccccc2OCC(=O)Nc2cc(C)on2)cc(C#N)c1=O the results were NFkB transloc pot 2.1, IL1B NFkB inh -2.1, PLAP inhibition 1.6%, MRP reversal 7.2, Bcl-B TR3 displacers 4.9%, MRP reversal cytotoxicity 95.4, MRP reversal with doxorubicin 88.1, IL1B NFkB inh cell count 2 µM 115 and NFkB transloc pot cell count 2 µM 115.
`CCC(=O)NC1(C(F)(F)F)C(=O)Nc2c1c(=O)n(C)c(=O)n2C` (configuration not stated) gave PLAP inhibition 11.6% and Bcl-B TR3 displacers 1.9%.
For N#Cc1nc(COc2ccccc2)oc1N1CCCC1 the results were NFkB transloc pot 3.2, IL1B NFkB inh -3.2, PLAP inhibition -19.6%, Bcl-B TR3 displacers -17.5%, IL1B NFkB inh cell count 2 µM 110 and NFkB transloc pot cell count 2 µM 110.
CNCc1ccc(OCc2ccccc2)c(OC)c1 was read as NFkB transloc pot -3.1, IL1B NFkB inh 3.1, PLAP inhibition 12.6%, Bcl-B TR3 displacers 0.0%, IL1B NFkB inh cell count 2 µM 95 and NFkB transloc pot cell count 2 µM 95.
Screening Cc1ccc(NC(=O)CCC(=O)NNC(=O)COc2cccc3ccccc23)c(C)c1 returned NFkB transloc pot 1.5, IL1B NFkB inh -1.5, PLAP inhibition -0.5%, Bcl-B TR3 displacers 1.3%, IL1B NFkB inh cell count 2 µM 137 and NFkB transloc pot cell count 2 µM 137.
